Screening results deposited in PubChem BioAssay by National Center for Advancing Translational Sciences (NCATS).
RXFP1 antagonist = qHTS Assay for Antagonists of the Relaxin Receptor RXFP1; Relaxin receptor 1 (Homo sapiens), Q9HBX9; HEK293-RXFP1, relaxin-stimulated cAMP HTRF, 30 min; hits give low values; activity change, negative = inhibition, % at 57.5 µM; 350,000 compounds, 0.59% hits; AID 1259400, 2018;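 active = activity change of -60% or lower, but not beyond a set lower limit; inconclusive = change between -60% and -40%, or beyond the set limit; inactive = change above -40%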; also: % is scaled to controls: 0 for no effect and ±100 for the full control effect
D1 antagonist = Antagonist of Human D 1 Dopamine Receptor: qHTS; D(1A) dopamine receptor (Homo sapiens), P21728; HEK293 TREx D1 cells, calcium flux, dopamine EC80; hits give low values; activity change, negative = inhibition, % at 10 µM; 360,000 compounds, 3.2% hits; AID 504652, 2011; in the data active = activity change below about -30%; also: % is scaled to controls: 0 for no effect and ±100 for the full control effect
Target sequence (P21728 whole entry, looked up): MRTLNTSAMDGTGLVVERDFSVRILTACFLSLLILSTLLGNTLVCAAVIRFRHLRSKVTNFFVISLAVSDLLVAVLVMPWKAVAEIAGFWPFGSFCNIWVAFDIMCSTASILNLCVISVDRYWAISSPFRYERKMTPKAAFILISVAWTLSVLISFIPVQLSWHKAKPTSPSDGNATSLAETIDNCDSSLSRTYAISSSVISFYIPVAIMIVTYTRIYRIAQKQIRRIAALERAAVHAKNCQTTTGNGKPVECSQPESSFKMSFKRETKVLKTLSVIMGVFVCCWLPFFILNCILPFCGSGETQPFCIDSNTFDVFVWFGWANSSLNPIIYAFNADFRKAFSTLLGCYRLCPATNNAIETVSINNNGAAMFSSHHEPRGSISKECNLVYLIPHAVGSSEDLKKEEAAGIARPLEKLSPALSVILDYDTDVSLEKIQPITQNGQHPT
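Antagonism measured as reduced calcium response to an EC80 dopamine addition following 180 s compound pre-read; cells were inducible HEK293 Trex D1 plated overnight at 30 C, read kinetically at 1 cycle/sec.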
D1 agonist = Allosteric Agonists of the Human D1 Dopamine Receptor: qHTS | 360,000 compounds, 1% hits | activation, % at 2 µM | HEK293 T-REx D1 cells, calcium flux, agonist mode | D(1A) dopamine receptor (Homo sapiens), P21728 | AID 504660, 2011; also: 0% is about no effect
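Agonism was scored from calcium flux recorded over 180 s (1 read/s) after pintool compound addition, following a 10-cycle baseline. Cells were inducible force-coupled HEK293 TREx D1, plated overnight at 30 C and loaded with no-wash calcium dye.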
TRHR ag = qHTS for Small Molecule Agonists and Allosteric Enhancers of Human TRH Receptor: Primary Screen for Agonists; TRHR cells, calcium flux fluo-8, FDSS agonist mode; activation, % at 2 µM; 360,000 compounds, 0.18% hits; AID 493084, 2011; also: 0% is about no effect
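Read-out: compound-evoked intracellular calcium rise in TRHR cells, fluo-8 dye, kinetic FDSS fluorescence at 1 s/cycle following a 10-cycle baseline. Cells cultured overnight before dye loading (30 min–1.5 h, RT).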
D2 antag = HTS Assay for Allosteric Antagonists of the Human D2 Dopamine Receptor: Primary Screen for Antagonists | HEK293 TREx D2 cells, calcium flux, dopamine EC80 | inhibition, % at 10 µM | 340,000 compounds, 2% hits | AID 485344, 2010; in the data active = inhibition above about 30%; also: 0% is about no effect
Target sequence (P14416 whole entry, looked up): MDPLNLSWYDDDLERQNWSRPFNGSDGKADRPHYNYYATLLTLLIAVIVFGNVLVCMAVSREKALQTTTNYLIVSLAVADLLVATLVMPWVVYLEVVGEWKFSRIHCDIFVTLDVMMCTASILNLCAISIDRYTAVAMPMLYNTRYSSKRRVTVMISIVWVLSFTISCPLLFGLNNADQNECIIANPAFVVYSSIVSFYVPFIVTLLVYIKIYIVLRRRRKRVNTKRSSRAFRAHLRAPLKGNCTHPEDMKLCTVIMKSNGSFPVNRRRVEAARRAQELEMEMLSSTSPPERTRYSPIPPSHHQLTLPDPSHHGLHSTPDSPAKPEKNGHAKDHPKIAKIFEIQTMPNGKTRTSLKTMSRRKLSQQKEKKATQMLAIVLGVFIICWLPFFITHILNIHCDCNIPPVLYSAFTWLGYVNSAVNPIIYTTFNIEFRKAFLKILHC
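Inhibition of EC80 dopamine-driven calcium flux, recorded kinetically, defines activity here; cells are a tetracycline-induced HEK293 T-REx line expressing force-coupled D2.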
D1 potentiator = Potentiators of Human D1 Dopamine Receptor: qHTS; AID 504651, 2011; 360,000 compounds, 0.036% hits; D(1A) dopamine receptor (Homo sapiens), P21728; HEK293 TREx D1 cells, calcium flux, dopamine EC20 potentiation; potentiation, % at 10 µM; in the data active = potentiation above about 30%; also: 0% is about no effect
D2 potentiator = HTS Assay for Positive Allosteric Modulators of the Human D2 Dopamine Receptor: Primary Screen for Potentiators | HEK293 T-REx D2, calcium flux, EC20 dopamine potentiation | D(2) dopamine receptor (Homo sapiens), P14416 | potentiation, % at 10 µM | 340,000 compounds, 0.34% hits;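 active = potentiation over 3 SD above the plate norm, cut at about 30% in these data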; also: 0% is about no effect
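Calcium flux readout, no-wash dye, 1 read/s. Inducible HEK293 Trex D2 line, overnight 30 C. Compound alone 180 s (agonist flags), then EC20 dopamine, another 180 s to score potentiation.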
TRHR enhancer = qHTS for Small Molecule Agonists and Allosteric Enhancers of Human TRH Receptor: Primary Screen for Enhancers; Thyrotropin-releasing hormone receptor (Homo sapiens), P34981; TRHR cells, fluo-8 calcium fluorescence, EC20 TRH enhancement; enhancement, % at 2 µM; 360,000 compounds, 0.66% hits; in the data active = enhancement above about 30%; also: 0% is about no effect
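Enhancer read-out: after compound pinning and an initial kinetic agonist-mode read, an EC20 of TRH (10 nM final) was injected and fluo-8 calcium signal (Ex 480/Em 530) followed at 1 s/cycle for 100 cycles in TRHR-expressing cells.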
D2 agonist = HTS Assay for Allosteric Agonists of the Human D2 Dopamine Receptor: Primary Screen for Agonists | D(2) dopamine receptor (Homo sapiens), P14416 | HEK293 T-REx D2 cells, calcium flux agonist mode | activation, % at 2 µM | 340,000 compounds, 0.53% hits;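 active = activation over 3 SD above normal in the single-dose calcium agonist read, cut at about 30% in these data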; also: 0% is about no effect
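Tetracycline-induced HEK293 T-REx cells with force-coupled D2 receptor, plated overnight at 30 C, loaded with no-wash calcium dye. After a 10 s baseline, compound was pin-added and calcium flux read kinetically for 180 s; calcium rises flagged agonists.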
Starred values were filed as active, the others as inactive; ? = inconclusive; · = no result given; & = joins results of further samples. Rule as the data show it, unless noted: active = activation above about 30%; inactive = the rest.

(1) COC(=O)c1nc2n(n1)C(c1cccc(Cl)c1)C(C(=O)Nc1ccccc1OC)=C(C)N2 (stereo not drawn)
(2) CC(NC(=O)CSc1n[nH]c(-c2ccccc2Cl)n1)c1nc2ccccc2n1C (stereo not drawn)
(3) CCc1ccc(N=Nc2ccc(O)c3[nH]cnc23)cc1
(4) CSCC(=O)NC1CCCc2c1cnn2-c1ccc(C)c(C)c1 (stereo not drawn)
(5) CCOC(=O)c1cc(NC(=O)CSCCO)ccc1Cl
(6) CCc1nccn1CCC(=O)N1CCCC(Nc2ccc(F)cc2)C1 (stereo not drawn)

entry no.,1,2,3,4,5,6
RXFP1 antagonist,·,-2,·,3,9,2
D1 antagonist,4,1,·,4,-1,-1
D1 agonist,4,0,40*,1,-1,2
TRHR ag,-0.2,-0.5,10,-0.7,-0.7,-0.1
D2 antag,·,·,-2,-4,15,2
D1 potentiator,-1,-2,1,0,-5,-3
D2 potentiator,-10,8,13,5,11,3
TRHR enhancer,-4,-2,7,4,8,2
D2 agonist,0.2,-0.3,11,0.6,0.0,-0.1

(7) COc1ccc(C(=O)Nc2ccnn2C2CCN(C(=O)C3CCOC3)CC2)cc1 (stereo not drawn)
(8) COC(=O)c1cccc(Nc2ccc([N+](=O)[O-])cn2)c1
(9) CC1CCN(c2ccc(-c3cccc(NS(=O)(=O)c4ccc(F)cc4F)c3)nn2)CC1
(10) CC1CCCC(C)N1C(=O)CSc1nnc(-c2c[nH]c3ccccc23)o1 (stereo not drawn)
(11) CCN(CC)C(=O)CSc1nnc(CNc2ccc(F)cc2)n1Cc1ccco1
(12) OC(CNc1nc(-c2cccnc2)nc2ccccc12)c1ccccc1 (stereo not drawn)

entry no.,7,8,9,10,11,12
RXFP1 antagonist,10,-7,-19,4,-1,-7
D1 antagonist,2,-16,-8,-18,4,-13
D1 agonist,4,1,3,0,-1,0
TRHR ag,1.2,0.1,-0.3,-0.1,0.1,0.7
D2 antag,-8,8,·,0,-4,-1
D1 potentiator,-2,-6,-1,3,0,-3
D2 potentiator,11,10,-1,-3,-1,1
TRHR enhancer,2,21,4,-12,-3,1
D2 agonist,1.7,-0.2,-1.6,0.3,0.5,-0.4

(13) COc1ccc(NC(=O)CCCN(C)S(=O)(=O)c2ccc(C)cc2)cc1
(14) N/C(=N\c1nc2ccccc2o1)NC(=O)c1ccccc1NC(=O)c1ccccc1
(15) Cn1c(SCC(=O)c2ccccc2)nnc1-c1ccc(O)cc1
(16) O=C(CN1C(=O)NC2(CCCC2)C1=O)OCCOc1ccc(Cl)cc1
(17) CCOc1ccc(N2C(=O)CC(N3CCC(O)(c4ccc(Br)cc4)CC3)C2=O)cc1 (stereo not drawn)
(18) Cc1nc2ccccc2n2c(-c3ccccc3)c3c(=O)n(C)c(=O)n(C)c3c12

entry no.,13,14,15,16,17,18
RXFP1 antagonist,·,-4,-6,2,-10,-5&-1
D1 antagonist,-60*,-19,-2,7,-13,4&-5
D1 agonist,4,0,3,2,7,0&-2
TRHR ag,-0.5,0.2,-2.3,-0.2,-0.1,-0.1&-0.4
D2 antag,1,8,8,7,24,-28
D1 potentiator,-9,-3,-2,-11,5,1&5
D2 potentiator,5,-14,7,-2,0,-5&-5
TRHR enhancer,0,-2,-7,5,-6,5&-7
D2 agonist,-0.4,1.2,-2.8,0.1,0.0,0.1&-0.4

(19) O=C(O)c1[nH]c2ccc([N+](=O)[O-])cc2c1-c1ccccc1
(20) CCOc1c(C)cc(S(=O)(=O)NCc2cccnc2)c(C)c1C
(21) N#C/C(=C\c1ccc(OCc2ccccc2)cc1)C(N)=O
(22) CN(CCCC(=O)NCc1ccccc1)S(=O)(=O)c1ccc([N+](=O)[O-])cc1
(23) O=C(COC(=O)c1ccc(O)cc1)Nc1ccc(Cl)cc1
(24) NC(=O)C1CCCN(S(=O)(=O)c2ccc3ccccc3c2)C1 (stereo not drawn)

entry no.,19,20,21,22,23,24
RXFP1 antagonist,13,7,?,3,-4,-2
D1 antagonist,5,-1,-16,-21,-1,-12
D1 agonist,0,3,4,1,7,1
TRHR ag,0.5,-0.1,-1.3,0.6,0.2,0.0
D2 antag,-9,-13,·,1,16,0
D1 potentiator,-1,6,-6,1,-1,-4
D2 potentiator,-5,3,·,4,-2,2
TRHR enhancer,6,1,-2,-6,-5,-2
D2 agonist,0.7,0.7,·,-0.5,-0.7,0.3

(25) CC(NC(=O)Cn1nc(-c2ccccc2)ccc1=O)c1ccccc1 (stereo not drawn)
(26) Cc1ccc(C(=O)C(C)OC(=O)Cn2cnc3c2c(=O)n(C)c(=O)n3C)cc1 (stereo not drawn)
(27) Cc1cc(NC(=O)c2sccc2C)n(-c2cccc(Cl)c2)n1
(28) O=C(CCSc1ccc(Br)cc1)c1ccc(O)cc1
(29) Cc1nc(NC(=O)c2ccccc2)sc1-c1csc(Nc2ccc(Cl)cc2Cl)n1
(30) CCCN1CCN(CCCNC(=O)c2cnn(-c3ccc(C)cc3)c2-n2cccc2)CC1

entry no.,25,26,27,28,29,30
RXFP1 antagonist,3,5,-4,8,·,7
D1 antagonist,-14,-8,-3,-22,30,3
D1 agonist,6,0,2,1,2,5
TRHR ag,0.1,0.0,-0.7,-0.3,0.0,0.9
D2 antag,-9,12,13,15,·,·
D1 potentiator,-4,-12,0,-2,8,-3
D2 potentiator,4,-5,-6,-7,-3,-6
TRHR enhancer,-5,-2,-7,-9,-5,6
D2 agonist,0.7,0.0,-0.2,0.2,·,0.1

(31) COc1ccc(N(C(=O)Cn2nnc3ccccc32)C(C(=O)NCc2ccco2)c2ccc(C)o2)cc1 (stereo not drawn)
(32) COc1ccc2nc(NC(=O)C3CCN(C(=O)c4ccc(F)cc4)CC3)sc2c1
(33) Cc1cccc(-n2cc(CN3CCCN(C=O)CC3)c(-c3cccc(F)c3)n2)c1
(34) O=C(NC1CCCCC1)Sc1ccc(Cl)cc1
(35) COc1ccc(CN2CCNC(=O)C2CC(=O)N(C)Cc2nonc2C)c(F)c1 (stereo not drawn)
(36) O=C(c1ccc(Cl)cc1[N+](=O)[O-])N1CCc2ccccc2C1

entry no.,31,32,33,34,35,36
RXFP1 antagonist,1,-31,-21,-12,-10,-12
D1 antagonist,4,2,-13,-28,-5,-10
D1 agonist,24,2,1,1,2,0
TRHR ag,-0.3,0.1,-0.3,0.2,-0.5,-2.2
D2 antag,7,1,-17,14,-6,9
D1 potentiator,-1,0,-8,-7,-4,-2
D2 potentiator,0,12,7,-4,-6,-2
TRHR enhancer,12,4,1,-3,-3,-1
D2 agonist,-0.6,0.6,0.2,-2.8,0.3,-2.3

(37) Cc1cc(NC(=O)CCC(=O)N(CC(=O)NCC2CCCO2)c2ccc(C)c(C)c2)no1 (stereo not drawn)
(38) COc1cc(CNCCSc2nnnn2C)cc(Cl)c1OCc1ccccc1
(39) COc1cccc2cc(CC(=O)c3ccc(C)c(C)c3)c(=O)oc12
(40) C=C1CCC2[C@](C)(CO)[C@H](O)CC[C@@]2(C)[C@@H]1C/C=C1\C(=O)OC[C@H]1O (stereo partly drawn)
(41) CSc1nsc(N/N=C/c2ccc3c(c2)OCO3)c1C#N
(42) c1coc(-c2nnc(-c3ccco3)nn2)c1

entry no.,37,38,39,40,41,42
RXFP1 antagonist,-6,·,12,·,-5,5
D1 antagonist,6,3,-3,-10,-5,-19
D1 agonist,1,3,4,4,6,2
TRHR ag,0.2,-3.3,-1.4,-0.5,1.5,0.6
D2 antag,·,·,-10,20,-5,25
D1 potentiator,-1,-4,-2,5,-1,0
D2 potentiator,·,-15,9,-3,7,2
TRHR enhancer,6,-8,2,20,4,4
D2 agonist,·,·,-2.6,0.2,11,-1.7

(43) CN(CC(=O)NC1CCCCCC1)S(=O)(=O)c1ccc(F)cc1
(44) COCc1cc(=O)n2[nH]c(-c3ccco3)cc2n1
(45) Cc1ccc(S(=O)(=O)N2CCN(C(=O)COC(=O)c3cc(C)oc3C)CC2)cc1
(46) Cc1ccccc1NC(=O)c1sc2nc(N3CCOCC3)c3c(c2c1N)CCCC3
(47) O=C(Nc1ccc(N2CCCCC2)cc1)c1ccccc1
(48) CN(C)C1(CNC(=S)Nc2ccccc2C(F)(F)F)CCCCC1
(49) Cn1c(=O)n(C)c2cc(N3CCCCC3)c(NC(=O)c3c(F)cccc3F)cc21
(50) Cc1ccc2nc3n(c(=O)c2c1)CCC3

entry no.,43,44,45,46,47,48,49,50
RXFP1 antagonist,-9,-6,1,30,-4,-8,-27,-15
D1 antagonist,11,-2,-21,3,-4,19,1,4
D1 agonist,6,1,1,3,0,2,1,2
TRHR ag,-1.5,-0.7,0.0,-1.0,-0.3,0.4,-1.0,0.3
D2 antag,0,1,-43,12,-12,17,·,2
D1 potentiator,-6,0,-3,4,-3,-3,2,-5
D2 potentiator,-3,-4,7,4,-15,15,2,-3
TRHR enhancer,1,7,2,-3,23,4,-1,0
D2 agonist,0.5,0.3,1.1,-0.4,0.6,-0.2,-1.1,0.4

An unsorted share of the library, and some 7.1% of all compounds hit somewhere here.
